# Screening results from PubChem BioAssay.
# MT stabilize HCS – microtubule stabilization, imaging screen; HeLa tubulin immunostaining HCS, 24 h; share of cells brighter than vehicle mean+2SD; 200,000 tested, 0.83% active; % tubulin-high responders, % at 10 µM;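 active = plate Z-score above 3 for both tubulin-high and condensed-nucleus cell shares, with cell loss under 80%, at 10 µM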;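 note: anti alpha tubulin signal scored within the nucleus-defined area of each cell; some results filed as inactive read as strong as hits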
# T cell modulator – T cell immune modulation candidate; 2C CD8+ T cell-vesicle binding, flow cytometry; stronger effect = lower value; calls only at 7 µM; 330,000 tested, 0.068% active;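 active = response, share of CD8 T cells binding vesicles, and their 90th percentile fluorescence all below set limits, cut at about 80% in these data, passing the limit was not always enough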
#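 System: murine 2C transgenic CD8+ T lymphocytes; also added: QL9-loaded Drosophila micro-vesicles; times: binding 1.5 h at 37 °C; measured by: flow cytometry, PE anti-B7-1 (FL2) versus Alexa647 anti-CD8 (FL8), PFA-fixed; control set: Peptide-free naked vesicles (low) and QL9 vesicles with 0.7% DMSO vehicle (high)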
# Myeloid diff MLP – compounds promoting myeloid differentiation. ER-HoxA9 myeloid progenitors, lysozyme-GFP differentiation, flow cytometry. calls only at 10 µM. 360,000 tested, 1% active. AID 624256;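 active = normalized GFP-positive differentiation at or above the plate's own cutoff, the solvent-only control mean plus 3 SD; inconclusive = no clear call, values can overlap the other calls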;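 note: cells exposed to compound for four days before flow analysis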
# WT yeast gro inh – growth inhibition of WT yeast, mitochondrial fusion screen | 190,000 tested, 2.1% active | AID 1362 | mitochondrial fusion phenotypic screen, WT strain | inhibition, % at 10 µM; in the data active = inhibition above about 58%; tested in S. cerevisiae
# Lipid droplet – hepatic lipid droplet formation modulation; AML12 mouse hepatocytes, oleate lipid droplets, BODIPY imaging; AID 1656; inhibition, % at 6.5 µM; 240,000 tested, 0.4% active;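 active = lipid droplet intensity inhibited by at least 50%, with more than 500 cells counted; inconclusive = wells with under 300 cells, treated as cytotoxic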
#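 Material – mouse AML12 hepatocyte cell line, fixed after treatment · Compound dosing – one dose, 6.5 µM compound · Times – compound with oleate, overnight · Measured by – Image-based BODIPY and DAPI two-channel analysis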
# Autophagy mod – alters autophagy in cells | MEF GFP-LC3 puncta imaging; test concentration mostly 10 µM | calls only at 10 µM (by protocol) | 190,000 tested, 0.98% active | AID 463193;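 active = percentage of spot-positive cells more than 3 SD above its plate mean, without a fluorescence outlier flag or 80% toxicity; inconclusive = no clear call, values can overlap the other calls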;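 note: spot-positive cell cutoff set from DMSO-treated cells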
# Ins promoter up – MIN6 insulin promoter up-regulation; z-score at 5 µM; MIN6 insulin promoter-GFP reporter, high-content imaging; stronger effect = higher value; AID 1625; 190,000 tested, 0.3% active;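 active = z-score above 3 at 5 µM with at least 500 cells counted in the well; inconclusive = wells under 500 cells, flagged as cytotoxic or low count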
# West Nile antiviral – West Nile virus antiviral activity, cell-based, CPE readout (AID 1621) | West Nile virus-infected cells, CPE inhibition; higher % means a stronger effect | CPE inhibition, % at 10 µM, or IC50 in µM where a hit was titrated | 290,000 tested, 0.02% active; in the data active = a potency from the dose series; inconclusive = CPE inhibition mostly from about 3.7% at the one dose, without a potency; inactive = the rest, 99 in 100 with CPE inhibition below about 2.2%; note: strong numbers were not always called active
# bCat nuc transl – modulators of beta-catenin nuclear translocation | HeLa beta-catenin nuclear translocation, immunofluorescence imaging | nuclear translocation activity, % at 5 µM | 190,000 tested, 0.3% active | AID 1665;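 active = nuclear translocation activity above 50% at 5 µM, with a well cell count of 50 or more; inconclusive = wells under 50 cells across six images, flagged as toxic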;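 note: per-cell ratio of nuclear to cytoplasmic median beta-catenin stain intensity; plate controls were DMSO negative control for no effect and GSK-3 inhibitor IX positive control for full effect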
#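 Assay system: human HeLa cells, native beta-catenin; doses: 5 µM primary, 0.02–20 µM confirmation; incubation: compound treatment 24 h, 37°C, 5% CO2; technique: fluorescence imaging of beta-catenin antibody stain plus DAPI; measure: % activation, nuclear-to-cytoplasmic median beta-catenin signal ratio per cell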
# WT yeast gro inh mutant strain – further read-out of WT yeast gro inh, marked with its call; inhibition, %; mitochondrial fusion phenotypic screen, mutant strain inhibition
# Ins promoter up cell count – further read-out of Ins promoter up, marked with its call; cell count; measured here: cytotoxicity, nuclei count;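 total cells summed across four imaged fields per well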
# Lipid droplet cells 6.5 µM – recorded beside Lipid droplet, whose call it bears; cell count; measured here: cell count, cytotoxicity flag;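 cells counted across two imaged fields per well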
# bCat nuc transl cell count 5 µM – further read-out of bCat nuc transl, marked with its call; cell count; measured here: cell count, cytotoxicity flag
# T cell modulator vesicle-bound % – second read-out of T cell modulator, no call of its own (marks repeat the call); double positive events, %; measured here: CD8+ vesicle-bound cell fraction;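 binding gate set so that unloaded-vesicle control wells show 10% double positive cells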
# MT stabilize HCS Hoechst-high % – recorded beside MT stabilize HCS, whose call it bears; % Hoechst-high responders; measured here: nuclear condensation Hoechst responders;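 share of cells brighter than vehicle mean plus two SD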
# MT stabilize HCS cytotoxicity % – further read-out of MT stabilize HCS, marked with its call; toxicity, %; measured here: cytotoxicity by cell density;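 0% = mean cell density of plate MIN control wells and 100% = no cells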
# Autophagy mod cell loss 18 h – also measured in Autophagy mod; calls as there; toxicity, %; measured here: cell loss, nuclei count;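 cell loss after 18 h compound exposure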
# Myeloid diff MLP GFP+ MAC1+ % – also measured in Myeloid diff MLP; calls as there; GFP+ MAC1+ double positive, %; measured here: differentiation confirmed by MAC1 staining
# Starred values were filed as active, the others as inactive; i = inactive; ? = inconclusive; . = no result given; + = active, no number.
Molecule	MT stabilize HCS	MT stabilize HCS Hoechst-high %	MT stabilize HCS cytotoxicity %	T cell modulator	T cell modulator vesicle-bound %	Myeloid diff MLP	Myeloid diff MLP GFP+ MAC1+ %	WT yeast gro inh	WT yeast gro inh mutant strain	Lipid droplet	Lipid droplet cells 6.5 µM	Autophagy mod	Autophagy mod cell loss 18 h	Ins promoter up	Ins promoter up cell count	West Nile antiviral	bCat nuc transl	bCat nuc transl cell count 5 µM
O=C(NCc1cccnc1)c1cccc(S(=O)(=O)N2CCOCC2)c1	1.7	2.9	8.8	i	38	i	3.1	15	11	.	.	i	9	-0.07	1091	0.0%	-1.0	1127
CCOc1ccc(CN(C)C(=O)c2ccc3ccccc3n2)cc1	.	.	.	i	19	i	1.1	.	.	-1	718	.	.	.	.	-0.3%	.	.
C=CCn1c(SCC(=O)NCCOC)nnc1-c1cc2c(s1)CCC(CC)C2 (stereo not drawn)	3.9	3.7	9.5	i	21	i	0.2	3	3	-22	601	i	4	.	.	-1.6%	3.1	1037
COc1ccc(NC(=S)Nc2ccc(OCc3ccccc3)cc2)cc1OC	0.7	1.8	5.8	i	62	i	0.8	-2	0	0	619	i	-3	0.23	1288	-0.6%	-2.9	1203
Cc1ccccc1S(=O)(=O)Nc1nc2ccccc2nc1Cl	2.6	3.5	9.9	i	65	i	0.2	-11	-6	-15	639	i	12	1.5	1107	-0.1%	0.4	976
Cc1cccc(NC(=O)CSCc2c(C)noc2C)c1C	2.3	2.3	7.9	i	33	i	0.5	8	-66	.	.	i	50	0.18	1087	-0.8%	-2.1	919
CC(C)N(C(=O)COC(=O)[C@H](C)NC(N)=O)c1ccccc1	4.9	0.8	9.7	i	17	i	0.6	7	-35	-11	668	i	0	0.21	1245	0.3%	-2.0	1134
CS(=O)(=O)Nn1cnc2ccccc2c1=O	0.9	1.4	3.7	i	20	i	0.0	-7	0	3	764	i	-2	0.64	1238	0.2%	1.6	1110
O=C(CCn1c(=O)sc2ccccc21)Nc1nc2ccccc2s1	2.7	3.7	6.7	i	52	i	1.7	16	24	-2	677	i	3	1.1	2254	-0.5%	-0.9	1084
CCOC(=O)c1oc2ccc(S(=O)(=O)n3nc(-c4ccc(C)cc4)cc3N)cc2c1C	6.2	4.4	4.8	i	44	i	3.2	-2	-5	.	.	i	11	-0.4	1002	-0.3%	.	.
Cc1ccc(S(=O)(=O)N(C)C)cc1NC(=O)c1sccc1Cl	.	.	.	i	25	i	0.7	.	.	4	666	.	.	-0.02	1346	-0.7%	-3.7	1067
CC1CCCC(C)N1C(=O)CSc1nnc(COc2ccccc2)n1-c1ccccc1 (stereo not drawn)	1.9	1.4	7.1	i	61	i	6.3	-16	-1	6	802	i	-6	0.1	851	-1.4%	.	.
CCC[C@H](CN[C@@H](CNC)[C@H](C)CC)NCCc1cc(C(F)(F)F)cc(C(F)(F)F)c1	.	.	.	i	13	?	.	.	.	14	802	.	.	.	.	-2.1%	.	.
Cc1ccc(-c2cc(Cc3ccc(N(C)C)cc3)c(=O)[nH]n2)cc1	.	.	.	i	22	i	0.6	.	.	21	689	.	.	-1	1064	-0.2%	1.0	1279
CN1CCN(c2nc(C#N)cc(-c3ccccc3)n2)CC1	3.4	1.8	6.9	i	50	i	0.6	31	0	.	.	i	5	.	.	1.8%	.	.
CCOC(=O)N1CCN(C(=O)c2cc(-c3ccc(OCC)cc3)nc3ccccc23)CC1	21	6.3	68	i	27	i	6.1	7	5	.	.	i	14	-0.96	813	0.3%	.	.
CCCCCC(=O)Nc1cccc(C2=NOC3(C2)C[C@@H](C(N)=O)N(C(=O)c2ccc(Cl)cc2)C3)c1 (stereo partly drawn)	.	.	.	i	5	i	0.5	.	.	.	.	.	.	0.45	969	0.4%	-1.9	1075
CC(C)(C)C(=O)NC(=S)N1CCCC1	3.3	2.9	3.4	i	7	i	0.0	6	-6	0	656	i	4	.	.	0.2%	-0.5	986
CCN(C(=O)COC(=O)c1ccc(COc2ccc3c(C)cc(=O)oc3c2)cc1)C1CCS(=O)(=O)C1 (stereo not drawn)	2.1	2.2	9.8	i	50	i	0.6	-5	7	-5	711	i	-9	1.1	1301	0.2%	-1.7	1070
COc1ccc(CCC(=O)Nc2cnc3ccccc3c2)cc1	.	.	.	i	58	i	0.3	.	.	13	833	.	.	.	.	-0.3%	.	.
CC1=C(C(=O)OCC(C)C)C2(O)C(=O)c3ccccc3C2(O)N1 (stereo not drawn)	4.8	2.7	3.7	i	42	i	0.8	-11	-8	22	670	i	-8	0.5	1331	0.3%	-0.1	581
Cc1ccsc1C(=O)OCC(=O)NCCCc1ccccc1	2.4	1.5	4.1	i	39	i	0.2	15	-8	3	684	i	2	.	.	0.1%	-3.3	1126
Nc1ccc(Nc2ccncc2[N+](=O)[O-])cc1	2.2	1.9	2.9	i	26	i	9.9	6	15	-1	752	i	-6	0.58	912	-0.2%	1.6	1106
CCOC(=O)c1cnc2nc(C)nn2c1N	2.5	2.8	6.4	i	26	i	0.2	-3	-44	-2	705	i	-19	1.7	1155	-0.2%	-1.9	1066
CCO[C@@H]1OC(C(=O)N2CCN(Cc3ccc4c(c3)OCO4)CC2)=C[C@H](c2ccc(C(F)(F)F)cc2)[C@H]1CCCO	2.3	1.0	7.7	i	17	i	1.3	29	12	-2	694	i	12	-0.48	1302	-0.9%	-1.8	1143
Nc1nc(Cl)nc2ccc(Br)cc12	4.6	1.8	7.1	i	57	i	0.1	2	8	0	433	i	-5	.	.	-0.6%	0.4	907
CN1CCN(c2nc(-c3cccs3)cs2)CC1	3.2	2.4	3.4	i	47	i	0.2	3	9	20	693	i	-2	-0.21	1372	0.6%	0.0	1176
CCCc1nc(SCC(=O)N2CCc3ccccc3C2)c2ccccc2n1	1.0	2.3	5.5	i	7	i	7.5	1	16	.	.	i	3	0.11	1460	-0.5%	-1.5	1351
O=C(NCC(c1cccnc1)N1CCN(c2ccc(F)cc2)CC1)c1ccco1 (stereo not drawn)	3.4	1.5	5.0	i	19	i	9.1	-3	-2	2	714	i	-2	-0.26	1476	0.3%	-1.6	1085
CCCCCOC(=O)CSc1nnc(-c2ccccc2)c(=O)[nH]1	3.5	3.2	9.4	i	27	i	0.6	-1	6	.	.	i	22	0.41	1510	0.4%	-1.9	1392
Cc1ccccc1-n1nc2c(c1NC(=O)c1cc3ccccc3oc1=O)CS(=O)(=O)C2	5.8	3.2	5.9	i	28	.	.	14	21	-1	691	i	2	-0.06	1915	-0.4%	-0.8	1140
O=S(=O)(NCCn1cccc1)c1ccc2ccccc2c1	1.6	2.8	8.0	i	46	i	0.1	-13	-21	7	692	i	-9	0.19	1243	-0.8%	-1.6	1086
Oc1ccc(N2CCN(c3ncnc4sc(-c5ccccc5)cc34)CC2)cc1	4.0	1.5	15	.	.	i	0.6	43	12	13	638	i	20	-0.9	1397	0.3%	3.4	714
CSc1cccc(NC(=O)CN(c2cccc(C)c2)S(C)(=O)=O)c1	2.6	1.5	5.0	i	38	i	3.3	-7	-16	12	772	i	-5	-0.01	893	-1.4%	.	.
Cc1ccc(CNC(=O)CSc2nc(C)cs2)cc1	6.6	2.3	8.4	i	11	i	0.4	14	11	19	756	i	8	-1.2	1168	-0.2%	-1.2	1062
COC(=O)C(C)Sc1nc2c(c(=O)[nH]c(=O)n2C)n1CCCc1ccccc1 (stereo not drawn)	1.7	1.6	5.3	i	10	i	0.9	13	5	.	.	i	-4	.	.	0.2%	-4.4	959
N#CCCn1cc(C(N)=O)c(-c2cccs2)n1	1.5	0.9	4.3	i	38	i	0.2	-11	-8	.	.	i	17	1.1	1467	1.0%	1.1	1511
Cc1ccc(-c2nn3c(C)nnc3s2)cc1NC(=O)c1cccs1	4.0	2.5	5.0	i	11	i	5.2	1	3	11	784	i	-3	0.61	1211	0.6%	8.5	1025
CCN(CC)S(=O)(=O)c1ccc2c(c1)nc(SC(C)C(=O)NCC1CCCO1)n2CC (stereo not drawn)	.	.	.	i	16	i	3.3	.	.	-1	821	.	.	.	.	1.2%	.	.
COCC(=O)N(Cc1ccco1)c1nnc(C2CCOC2)s1 (stereo not drawn)	2.2	1.2	4.1	i	0	i	0.5	4	7	.	.	+	11*	0.04	901	0.0%	.	.

# Full records, looked up by structure. Screens in order: MT stabilize HCS, MT stabilize HCS Hoechst-high %, MT stabilize HCS cytotoxicity %, T cell modulator, T cell modulator vesicle-bound %, Myeloid diff MLP, Myeloid diff MLP GFP+ MAC1+ %, WT yeast gro inh, WT yeast gro inh mutant strain, Lipid droplet, Lipid droplet cells 6.5 µM, Autophagy mod, Autophagy mod cell loss 18 h, Ins promoter up, Ins promoter up cell count, West Nile antiviral, bCat nuc transl, bCat nuc transl cell count 5 µM
# COC(=O)C(C)Sc1nc2c(c(=O)[nH]c(=O)n2C)n1CCCc1ccccc1 (stereo not drawn) as listed: 1.7, 1.6, 5.3, i, 10, i, 0.9, 13, 5, ., ., i, -4, ., ., 0.2%, -4.4, 959
# Cc1ccc(-c2nn3c(C)nnc3s2)cc1NC(=O)c1cccs1 as listed: 4.0, 2.5, 5.0, i, 11, i, 5.2, 1, 3, 11, 784, i, -3, 0.61, 1211, 0.6%, 8.5, 1025
# CC1=C(C(=O)OCC(C)C)C2(O)C(=O)c3ccccc3C2(O)N1 (stereo not drawn) as listed: 4.8, 2.7, 3.7, i, 42, i, 0.8, -11, -8, 22, 670, i, -8, 0.5, 1331, 0.3%, -0.1, 581
